CAL PDZ FP-1 = inhibitors of human CAL PDZ peptide binding | purified CAL PDZ, TMR-peptide fluorescence polarization, 1 h | inhibition, % at 24.9 µM | hit rate 0.92% among 300,000 | AID 602252;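 active = mean inhibition of at least 30% with at least half of replicates also reaching 30%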;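 note: 0% = DMSO neutral control and 100% = excess unlabeled competitor peptide PRC23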
NSD2 inh = inhibitors of human histone methyltransferase NSD2; O96028; inhibition, % at 12.5 µM; hit rate 0.54% among 310,000; NSD2 peptide methylation, AlphaScreen, 120 min; AID 743445; in the data active = inhibition above about 50%
Target sequence (O96028 whole entry, looked up): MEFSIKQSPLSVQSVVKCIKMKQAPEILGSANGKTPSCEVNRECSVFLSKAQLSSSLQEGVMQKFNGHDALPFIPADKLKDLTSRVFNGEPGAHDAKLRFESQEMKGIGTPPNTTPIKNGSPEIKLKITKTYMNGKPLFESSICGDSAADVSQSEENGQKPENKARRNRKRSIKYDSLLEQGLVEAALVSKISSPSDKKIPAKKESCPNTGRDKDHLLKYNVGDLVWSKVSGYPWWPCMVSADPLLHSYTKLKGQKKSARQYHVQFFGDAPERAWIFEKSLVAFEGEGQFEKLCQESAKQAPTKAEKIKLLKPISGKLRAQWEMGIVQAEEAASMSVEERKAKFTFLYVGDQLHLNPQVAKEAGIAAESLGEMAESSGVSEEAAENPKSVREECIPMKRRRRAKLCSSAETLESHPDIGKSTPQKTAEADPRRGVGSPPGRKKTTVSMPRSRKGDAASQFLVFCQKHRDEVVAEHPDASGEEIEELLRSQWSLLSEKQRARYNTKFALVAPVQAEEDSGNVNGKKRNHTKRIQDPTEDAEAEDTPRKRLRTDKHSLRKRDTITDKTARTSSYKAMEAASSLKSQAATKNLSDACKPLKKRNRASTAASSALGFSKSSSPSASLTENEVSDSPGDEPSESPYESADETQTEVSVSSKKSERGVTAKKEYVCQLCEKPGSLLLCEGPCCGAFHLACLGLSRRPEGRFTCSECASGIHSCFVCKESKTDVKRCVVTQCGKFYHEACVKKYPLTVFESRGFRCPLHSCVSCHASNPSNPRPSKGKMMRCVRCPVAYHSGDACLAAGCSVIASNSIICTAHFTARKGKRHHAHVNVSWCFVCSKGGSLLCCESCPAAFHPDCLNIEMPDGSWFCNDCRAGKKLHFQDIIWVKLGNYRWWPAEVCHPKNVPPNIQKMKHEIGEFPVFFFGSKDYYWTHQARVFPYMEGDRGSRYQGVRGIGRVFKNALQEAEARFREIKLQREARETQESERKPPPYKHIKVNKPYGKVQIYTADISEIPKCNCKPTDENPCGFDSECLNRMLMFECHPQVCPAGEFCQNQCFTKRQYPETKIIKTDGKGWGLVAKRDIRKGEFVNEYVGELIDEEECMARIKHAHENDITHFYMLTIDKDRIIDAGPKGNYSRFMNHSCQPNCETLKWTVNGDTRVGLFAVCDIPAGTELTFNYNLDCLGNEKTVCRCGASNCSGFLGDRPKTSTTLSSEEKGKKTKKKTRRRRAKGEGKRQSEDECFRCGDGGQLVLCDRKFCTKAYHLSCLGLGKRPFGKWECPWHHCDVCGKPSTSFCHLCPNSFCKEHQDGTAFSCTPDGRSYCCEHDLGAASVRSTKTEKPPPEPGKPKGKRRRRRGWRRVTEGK
RTF Ca sens inh = cardiac RTF calcium desensitization; P19429+P45379; IANBD-labeled cardiac RTF, Ca2+ fluorescence; inhibition, % at 7.15 µM; hit rate 0.12% among 340,000;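 active = inhibition above the mean inhibition of all tested compounds plus 3 SD, cut at about 17% in these data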;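 note: assay run at fixed EC70 calcium of 1.6 mM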
DAGLB inh = diacylglycerol lipase beta (human) inhibition; inhibition, % at 5.17 µM; hit rate 0.059% among 340,000; Q8NCG7; HEK293T DAGLB membrane lysate, EnzChek fluorogenic substrate; in the data active = inhibition above about 34%;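 note: 0% = enzyme with vehicle and 100% = wells lacking enzyme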
CAL PDZ FP-2 = inhibitors of human CAL PDZ peptide binding; hit rate 0.02% among 330,000; purified CAL PDZ, TMR-peptide fluorescence polarization, 1 h; inhibition, % at 20 µM; Q9HD26; AID 504414;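 active = highest replicate inhibition of at least 40%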;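 note: plate controls were DMSO neutral control wells for no effect and unlabeled competitor peptide control wells for full effect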
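System: purified tagged CAL PDZ domain construct (CerCALP). Schedule: 1 h incubation at room temperature before polarization reading. Medium: 25 mM sodium phosphate pH 7.4, 150 mM NaCl, TCEP, IgG, Thesit. Read-out: percent inhibition from loss of millipolarization. Measured by: FP readout, S and P plane fluorescence. Probe or stimulus: fluorescent TMR peptide probe.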
V-ATPase pH = yeast V-ATPase proton transport regulation by pHLuorin; S. cerevisiae, pHLuorin cytosolic pH fluorescence; response, % at 10 µM; hit rate 0.37% among 350,000; in the data active = response mostly above about 7.3%, no sharp cut-off; inactive = mostly below about 5.4%; note: actives read high; inactives centre near 0; some compounds called inactive have numbers as strong as hits; reference of the scale not given here
Pemphigus Ab inh = human desmoglein-3 autoantibody binding inhibition; DSG3-coupled beads, scFv-anti-DSG3-GFP binding, flow cytometry; hits give low values; binding (percent of control), % at 10 µM; AID 588358; P32926; hit rate 0.48% among 310,000;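 active = binding more than 3 SD below its plate's average and above zero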;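 note: hits lower antibody fragment binding to DSG3; some compounds called inactive have numbers as strong as hits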
LANA DNA inh = KSHV C-LANA DNA binding inhibition | inhibition, % at 9 µM | hit rate 0.078% among 340,000 | MBP-C-LANA/FAM-LBS DNA binding, fluorescence polarization;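 active = highest replicate inhibition at or above 60% at 9 µM, even if other replicates fall short; inactive = all replicates below 60% inhibition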;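 note: 0% = neutral control wells and 100% = 4 µM acridine orange control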
Keap1 Nrf2 FP = inhibitors of human Keap1-Nrf2 protein-protein interaction; Keap1 Kelch-Nrf2 peptide fluorescence polarization, 1536-well; inhibition, % at 9.4 µM; hit rate 0.15% among 340,000; AID 504523; in the data active = inhibition above about 12%;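 note: human Keap1 Kelch domain with fluorescein labeled Nrf2 9mer peptide probe; 0% = neutral control wells and 100% = peptide positive control; higher means more block of Keap1 binding to Nrf2 peptide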
Arrestin-AP2 inh = blocks beta-arrestin peptide binding to AP2 adaptin. inhibition, % at 10 µM. FITC-arrestin peptide / GST-AP2 beads, flow cytometry; AP2 beta2 appendage carries R879A mutation. hit rate 0.31% among 340,000. AID 504490;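 active = inhibition above a set limit, near 3 SD of compounds lacking own fluorescence, cut at about 54% in these data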;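 note: plate controls were DMSO wells for no effect and 5 µM unlabelled arrestin peptide for full effect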
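Assay system: GST-AP2 R879A bound to glutathione beads, E. coli-expressed; Medium: PBS with 0.05% Tween 20 and 0.1% BSA; Also added: fluorescein-tagged arrestin peptide at 50 nM final; Timing: 12 min plus 1 h, RT; Measured by: flow cytometry, FL1 (488/535 nm); Evaluation: percent drop in bead-associated FITC signal.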
Numbers without * were called inactive; / = not tested or not shown. These rows are one share of the data, so the mix of outcomes need not match the whole.

smiles | CAL PDZ FP-1 | NSD2 inh | RTF Ca sens inh | DAGLB inh | CAL PDZ FP-2 | V-ATPase pH | Pemphigus Ab inh | LANA DNA inh | Keap1 Nrf2 FP | Arrestin-AP2 inh
Cc1cc(C)n2c(SCC#N)nnc2n1 | 7 | / | -4 | 0 | 0.2 | 4 | 112 | 3.6 | -4 | 3
Cc1cc(C)nc(NC2=NCCN2C(=O)NC2CCCCC2)n1 | 1 | / | -9 | 1 | -1.0 | 1 | 109 | 2.0 | -3 | 9
Cc1ccc(CC(=O)N(Cc2ccccc2)c2ccccn2)cc1 | -5 | -3 | -6 | -2 | -3.3 | -1 | 95 | -0.5 | -3 | 5
CCOc1cnn(Cc2ccccc2)c(=O)c1SCc1ccccc1 | -1 | -4 | 3 | -4 | -0.1 | 5 | / | 2.4 | -4 | 7
CN(C)c1ccc(C=NN2CCCCCC2)cc1 | 0 | 4 | 4 | 0 | -0.3 | 4 | 99 | 0.9 | -3 | -1
CCOC(=O)N/N=C\c1ccc(-c2cc(Cl)ccc2Cl)o1 | 0 | -1 | -4 | -6 | -1.6 | 2 | 115 | 1.2 | -4 | -7
O=C(Nc1ccc(Oc2ccc3ccccc3c2)cc1)c1ccco1 | 0 | -1 | -2 | -1 | -0.6 | 0 | 104 | 0.6 | 0 | -1
COc1ccc(Cl)cc1NC(=O)c1nnn(CC(=O)Nc2ccc(C)c(C)c2)c1N | / | -1 | -4 | 1 | 0.7 | -2 | 102 | -1.3 | 5 | 3
Cc1ccc(NC(=O)NCCCCc2ccccc2)cc1 | -4 | -7 | -1 | -8 | -2.5 | -2 | 107 | -1.0 | -1 | 6
Cc1cc(NC(=O)CCCN2C(=O)/C(=C\c3cccs3)SC2=S)no1 | -3 | 0 | -12 | 2 | -0.3 | 3 | 92 | -1.0 | 4 | -6
CCS(=O)(=O)NCc1cn2ccsc2n1 | 0 | -1 | 0 | 0 | -0.9 | 4 | 110 | 0.2 | -3 | 4
CCCn1c(SCC(=O)NCC(=O)Nc2ccc(F)c(F)c2F)nc2ccccc2c1=O | 7 | -4 | 8 | -1 | -0.2 | 3 | 82 | 0.2 | -3 | 14
O=C(CSc1cccc[n+]1[O-])Nc1c(Br)cc([N+](=O)[O-])cc1Br | -3 | -1 | -1 | -5 | 0.9 | -4 | / | -1.4 | -1 | -3
O=C(Cc1ccccc1F)Nc1nc(-c2ccc(F)cc2)cs1 | / | -1 | -22 | -7 | -7.3 | 1 | 111 | -0.8 | 1 | -20
Cc1ccc(CC2C(=O)N(c3cc(C)ccc3C)C(=O)C2C)cc1 (stereo not given) | -2 | -10 | 0 | -2 | -0.1 | -1 | 99 | -0.8 | -3 | -7
O=[N+]([O-])c1ccc2c(c1)nc1n2CCSC1 | -1 | 1 | -12 | 0 | -0.3 | -1 | / | -2.3 | -4 | 9
Cc1cc(N2C(=O)C(=O)/C(=C(/O)c3ccccc3)C2c2cccc(Br)c2)no1 (stereo not given) | -4 | 2 | -11 | 1 | -1.9 | -3 | 89 | -1.0 | -1 | -3
COc1ccc2nc(SCC(=O)Nc3ccc4sc(C)nc4c3)c(C#N)cc2c1 | 3 | -2 | -4 | 0 | -3.1 | 0 | 96 | -0.2 | -8 | 0
O=C(Cn1nnc(-c2cccc(C(F)(F)F)c2)n1)NNS(=O)(=O)c1cccc(C(F)(F)F)c1 | -6 | 2 | -6 | 1 | -0.3 | 2 | 114 | 0.7 | -5 | 22
COc1ccc(C(=O)Nc2ccc(Br)cn2)cc1S(=O)(=O)N1CCOCC1 | 6 | 15 | 2 | 2 | -0.7 | -1 | 118 | 1.3 | 0 | 7
COC(=O)CN(C#N)c1nc(SC)nc(N(C)C)n1 | -7 | -1 | -5 | -3 | / | -1 | 99 | -0.2 | -1 | -1
CN(C)CCNC(=O)C(=O)NCC1OCCN1S(=O)(=O)c1ccc(F)cc1 (stereo not given) | / | -4 | / | 2 | / | 2 | 102 | / | / | /
CS(=O)(=O)N1CCC(C(=O)Nc2cc(Cl)ccc2Cl)CC1 | 20 | -3 | -6 | 1 | -2.7 | -2 | 107 | -0.4 | -1 | 0
C=CCn1c(SCC(=O)Nc2ccc3c(c2)OCO3)nnc1-c1ccccc1OC | 1 | -1 | -5 | -7 | -1.1 | 0 | 98 | -0.5 | -7 | 5
CCN1C(C)=C(C)S/C1=C1\SC(=S)N(NC(C)=O)C1=O | / | 0 | -10 | -1 | -0.1 | 0 | / | 0.1 | -3 | 19
Cn1c(SCC(=O)NCc2ccccc2)nnc1-c1ccc(NC(=O)CCc2ccccc2)cc1 | 1 | 0 | -7 | 3 | 0.7 | -2 | 106 | 2.4 | 1 | -10
COc1cc2c(C(=O)N3CCOCC3)c(CSc3ccccc3)n(C)c2cc1Br | -4 | 16 | -4 | -4 | -2.0 | -1 | 104 | 10 | 4 | -1
CCN1C(=O)Cc2cc(S(=O)(=O)N3CCOCC3)ccc21 | 1 | 0 | -4 | -1 | 0.0 | 0 | 100 | -0.1 | -5 | 6
CC1=C(C(=O)N2CCCC(N3CCN(c4ccccc4F)CC3)C2)OCCO1 (stereo not given) | -4 | -2 | -7 | 1 | -0.4 | -2 | 106 | -1.4 | 2 | 36
Cc1cc(C)c(S(=O)(=O)N2CCCC2)c(C)c1 | 1 | -1 | -2 | -2 | -1.4 | -1 | 99 | -1.0 | -4 | -2
O=S(=O)(c1ccccc1)N1N=C(c2ccccc2)CC1c1ccccc1 (stereo not given) | 45* | 1 | 2 | -3 | -0.8 | 2 | 100 | -1.0 | 0 | 6
CC(C(=O)N1CCN(Cc2ccc3c(c2)OCO3)CC1)n1cc([N+](=O)[O-])cn1 (stereo not given) | -9 | -9 | 3 | 2 | -1.6 | -4 | 94 | 3.1 | 3 | -12
Cc1cc(C)c(S(=O)(=O)c2cccc(Br)c2C)c(=O)[nH]1 | -2 | -2 | -10 | 1 | -0.1 | 2 | 101 | 4.4 | 2 | 12
Cc1cc(C)n2cc(CSc3nncn3C)nc2n1 | 0 | 2 | 6 | -5 | -0.2 | 1 | 107 | -0.6 | 0 | 31
COc1ccccc1CNC(=O)CCCC(=O)n1nc(C)c2ccccc21 | 5 | 3 | 2 | -10 | -0.9 | -3 | 102 | -3.3 | -3 | 26
OCCCNCc1cccc2ccccc12 | 0 | 0 | 1 | 0 | -0.4 | 2 | 111 | 1.0 | 1 | 19
Nc1ncnc2c1ncn2C1CCCC(CO)O1 (stereo not given) | -4 | -4 | -7 | -1 | 0.4 | 0 | 95 | 1.1 | -5 | -7
Cc1oc2c(CN3CCC(C)CC3)c(O)ccc2c(=O)c1-c1ccccc1 | -3 | 0 | 3 | 4 | -1.6 | -2 | 94 | 0.1 | -1 | -22
CC(Oc1cc2oc(=O)c3c(c2cc1Cl)CCCC3)C(=O)NCc1ccncc1 (stereo not given) | 0 | -3 | -1 | 1 | -1.3 | 0 | 97 | -1.1 | -7 | -3
CC(=O)N1CCCc2cc(S(=O)(=O)N3CCCC(C(=O)NCc4ccc(Cl)cc4)C3)ccc21 (stereo not given) | -1 | -4 | 0 | -1 | -2.1 | 1 | 109 | -0.5 | -1 | -5
COCC1CCCN(Cc2nc(-c3ccc4c(c3)OCO4)no2)C1 (stereo not given) | -5 | -5 | -12 | -2 | -0.5 | 0 | 102 | 1.1 | 2 | 16
O=S(=O)(Cc1cc(-c2ccccc2)no1)c1ccccc1 | -1 | -1 | -11 | 0 | -2.6 | 1 | 92 | 0.5 | 2 | 14
COc1ccc(/C=C/CN2CCC(Oc3ccc(C(=O)N4CCCCC4)cc3)CC2)cc1 | -6 | 6 | -13 | -1 | 0.7 | -3 | 102 | -1.1 | 1 | 20
Cc1oc2c(C)c3oc(=O)c(CC(=O)N[C@@H](CC(C)C)C(=O)N[C@@H](Cc4ccccc4)C(=O)O)c(C)c3cc2c1C | -9 | / | 2 | 4 | -3.3 | -1 | 109 | -1.3 | -5 | 8
O=C(COC(=O)c1ccc(Cl)nc1)NCCc1ccccc1 | -2 | -1 | -7 | 0 | 0.8 | 2 | 107 | -0.8 | -4 | -11
Cc1ccc(S(=O)(=O)N2CCN(C(=O)CSc3nc4ccccc4c(=O)[nH]3)CC2)cc1 | -1 | -3 | 1 | -1 | -0.1 | -2 | 95 | 0.9 | -3 | 8
CCOc1ccccc1N1CC(C(=O)NCCc2ccc(S(N)(=O)=O)cc2)CC1=O (stereo not given) | / | -1 | 5 | -1 | -0.1 | -2 | 102 | 1.6 | -2 | -4
COc1ccc(NC(=O)CSCC(=O)Nc2cc(Cl)ccc2N2CCCC2)cc1 | 13 | -2 | -5 | 3 | 2.1 | -1 | 103 | 2.7 | -6 | -3
CC(=O)c1c(C)[nH]c(=S)c(C#N)c1-c1ccc(Cl)cc1 | / | 1 | / | / | / | -1 | 106 | / | / | -27
O=C(c1cccnc1)C1CCCN(Cc2nc(Cc3ccccc3F)no2)C1 (stereo not given) | -10 | 1 | 1 | 2 | -0.9 | 1 | 105 | -0.7 | -1 | -14
O=C(Nc1ccc(S(=O)(=O)NCc2ccco2)cc1)c1cccc(F)c1 | -2 | 2 | -7 | -3 | 1.6 | -6 | 99 | 0.5 | -7 | 1
O=C(NCc1ccc(F)cc1)C1CCN(S(=O)(=O)N2CCCC2)CC1 | -1 | 0 | 0 | -1 | -2.1 | 0 | 98 | -1.2 | 0 | 2
COc1ccc(CC(=O)Nc2cc(S(=O)(=O)N3CCOCC3)ccc2N2CCCC2)cc1 | / | 27 | / | -1 | / | -1 | 108 | / | / | /
Cc1ccc(N(CC(=O)NCc2ccco2)C(=O)CNS(=O)(=O)c2ccccc2)c(C)c1 | -3 | 7 | -9 | -1 | -2.7 | -5 | 121 | 0.4 | 3 | -6
COc1ccccc1C(=O)C1CCCN(C(=O)c2ccc3c(c2)OCCO3)C1 (stereo not given) | -2 | -4 | -2 | 0 | -3.1 | -1 | 117 | -0.5 | -5 | 2
CC(C)c1ccc(Oc2cccc(C(=O)/C(C#N)=C/N(C)C)c2)cc1 | -4 | 3 | -4 | 10 | -2.3 | 2 | 105 | -1.0 | -4 | 18

Compound activity (PubChem)
